Assay outcomes as filed in PubChem BioAssay.
TSHR antag – Antagonists of the Thyroid Stimulating Hormone Receptor: HTS campaign; AID 504810, 2011; activity change, negative = inhibition, % at 11.5 µM; TSHR-expressing cells, TSH-stimulated cAMP HTRF, 2 h; hits give low values; hit rate 0.2% among 330,000;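 active = activity change below a set negative limit, meaning inhibition stronger than a set level, cut at about -70% in these data; inconclusive = activity change between two set negative limits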; also: % is scaled to controls: 0 for no effect and ±100 for the full control effect
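Cell-based HTRF cAMP assay; TSHR cells + compound, TSH EC80 (4nM final), 2 h, 37 deg C. Lysis with anti-cAMP cryptate and cAMP-d2, 30 min RT, read 665/620 nm.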
TCR activator – Activators of T cell receptors: qHTS campaign; Potency, µM (series often up to 9.22 µM), for the others: at the top dose activation of IL-2 secretion, actives largely listed as activators; 330,000 tested, under 10 active; primary human leukocytes, anti-CD3, IL-2 HTRF, 48 h; AID 504894, 2011; also: % of control where 0% means no effect
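Human primary leukocytes + a-CD3 beads + cpd, 48 hr; IL-2 in supernatant by HTRF (ex 320nm / em 665nm). No co-stimulatory signal supplied.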
Mito fusion act – qHTS Assay for Small Molecule Inhibitors of Mitochondrial Division or Activators of Mitochondrial Fusion; S. cerevisiae fusion-defective mutant growth rescue, CellTiterGlo 48 h; Potency, µM (titrated, usually from 46.1 µM), without a hit: top-dose growth rescue (activation), actives largely listed as activators; hit rate 0.23% among 320,000;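 also: potency is read from the fitted curve at half-maximal effect; % of control where 0% means no effect; nearly all actives have a fitted effect of over 45% in size; temperature-sensitive fusion mutants such as fzo1-1 at 37 °C on non-fermentable ethanol glycerol medium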
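Compounds are tested for their ability to restore growth of mitochondrial fusion-defective yeast strains at non-permissive 37C in YPEG medium over 48 hours. Viability is quantified by luciferase luminescence.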
hERG WT inh – qHTS for Inhibitors of KCHN2 3.1: Wildtype qHTS; U2OS, BacMam KCNH2, thallium flux FluxOr; hits give low values; activity change, % at 1.84 µM; hit rate 0.37% among 340,000; AID 720551, 2013;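 active = maximum activity change below -70%; inconclusive = maximum activity change between -70% and -50%; inactive = maximum activity change above -50%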; also: % is scaled to controls: 0 for no effect and ±100 for the full control effect
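U2OS cells transduced with wild-type KCNH2 virus are loaded with FluxOr dye for 45 min, and thallium flux is measured in kinetic reads before and after stimulation buffer. Rate constants are normalized to DMSO controls.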
ELG1 repair inh – qHTS screen for small molecules that inhibit ELG1-dependent DNA repair in human embryonic kidney (HEK293T) cells expressing luciferase-tagged ELG1 | HEK293T ELG1-luciferase reporter, luminescence, 16 h; DNA damage induced by 5-fluorouridine | Potency, µM (top dose mostly 46.1 µM), for the others: at the top dose activity change, negative = inhibition, hits mostly inhibitors | hit rate 2.3% among 330,000 | AID 504467, 2011; also: potency is read from the fitted curve at half-maximal effect; % is scaled to controls: 0 for no effect and ±100 for the full control effect; nearly all actives have a fitted effect of over 55% in size
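Overnight (16 hr) co-exposure of 2,000 cells/well to 5-fluorouridine and compound at 37 °C preceded detection. Luciferase was quantified via ONE-Glo luminescence; loss of signal denotes inhibition.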
KCNH2 3.1 block – qHTS for Inhibitors of KCHN2 3.1: Mutant qHTS; hit rate 0.95% among 340,000; Potassium voltage-gated channel subfamily H member 2, brain isoform KCNH2 3.1 (human); U2OS KCNH2 3.1, thallium flux FluxOr; hits give low values; activity change, % (tested at about 1.8 µM);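 active = maximum activity change below -70%; inconclusive = maximum activity change from -70% to -50%; inactive = maximum activity change above -50%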;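 also: thallium influx rate constant from kinetic fluorescence after stimulation buffer; % is scaled to controls: 0 for no effect and ±100 for the full control effect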
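Normalized rate constant (relative to positive and negative DMSO controls) derived from a 2 min kinetic fluorescence read after stimulation; U2OS cells expressing the 3.1 isoform via virus at 1.77 x 10^8 /mL.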
Eya2 inh – qHTS Assay for Inhibitors of the Phosphatase Activity of Eya2; recombinant Eya2, OMFP fluorescence dephosphorylation (OMFP is methylfluorescein phosphate); Protein phosphatase EYA2 (Homo sapiens), O00167; hit rate 0.006% among 330,000; Potency, µM (top dose mostly 76.9 µM), for inactives: at the highest dose activity, negative = inhibition, usual class: inhibitors; AID 488837, 2010; also: potency is read from the fitted curve at half-maximal effect; % is scaled to controls: 0 for no effect and ±100 for the full control effect
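Eya2 protein (added as 0.2 uM solution) was preincubated with compound for 10 min at ambient temperature in 50 mM HEPES pH 7.5, 50 mM NaCl, 5 uM MgCl2, 0.05% BSA, 1 mM DTT. OMFP (added at 50 uM) then reacted 10 min; fluorescence read at 485/525 nm.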
AT treatment – qHTS Assay for Identifying a Potential Treatment of Ataxia-Telangiectasia; […] A-T fibroblasts, KAP-1 phosphorylation AlphaLISA; neocarzinostatin DNA damage 30 min before lysis; AID 485349, 2010; hit rate 0.19% among 320,000; Potency, µM (titrated, usually from 57.5 µM), for the others: at the top dose activation, usual class: activators; also: potency is read from the fitted curve at half-maximal effect; % of control where 0% means no effect; nearly all actives have a fitted effect of over 45% in size
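hTERT-immortalized A-T patient fibroblasts ([…]), 500 cells/well in OPTI-MEM, 1% FBS, got compounds for 60 min, then NCS for 30 min at 37C. Lysates were then assayed for phospho-KAP-1 by AlphaLISA (anti-pKAP1 donor, anti-KAP1 acceptor beads), 6 hr at 25C.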
USP2a inh – qHTS Assay for Inhibitors of Ubiquitin-specific Protease USP2a Using CHOP2 as the Reporter | Ubiquitin carboxyl-terminal hydrolase 2 (Homo sapiens), O75604 | USP2 core, Ub-CHOP2 coupled fluorogenic reporter, 485/531 | Potency, µM (highest dose often 38.3 µM), for inactives: top-dose activity change, negative = inhibition, most hits filed as inhibitors | hit rate 0.01% among 330,000;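 also: potency is read from the fitted curve at half-maximal effect; plate controls were DMSO wells for no effect and full inhibition by NEM control for full effect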
Target sequence (O75604 whole entry, looked up): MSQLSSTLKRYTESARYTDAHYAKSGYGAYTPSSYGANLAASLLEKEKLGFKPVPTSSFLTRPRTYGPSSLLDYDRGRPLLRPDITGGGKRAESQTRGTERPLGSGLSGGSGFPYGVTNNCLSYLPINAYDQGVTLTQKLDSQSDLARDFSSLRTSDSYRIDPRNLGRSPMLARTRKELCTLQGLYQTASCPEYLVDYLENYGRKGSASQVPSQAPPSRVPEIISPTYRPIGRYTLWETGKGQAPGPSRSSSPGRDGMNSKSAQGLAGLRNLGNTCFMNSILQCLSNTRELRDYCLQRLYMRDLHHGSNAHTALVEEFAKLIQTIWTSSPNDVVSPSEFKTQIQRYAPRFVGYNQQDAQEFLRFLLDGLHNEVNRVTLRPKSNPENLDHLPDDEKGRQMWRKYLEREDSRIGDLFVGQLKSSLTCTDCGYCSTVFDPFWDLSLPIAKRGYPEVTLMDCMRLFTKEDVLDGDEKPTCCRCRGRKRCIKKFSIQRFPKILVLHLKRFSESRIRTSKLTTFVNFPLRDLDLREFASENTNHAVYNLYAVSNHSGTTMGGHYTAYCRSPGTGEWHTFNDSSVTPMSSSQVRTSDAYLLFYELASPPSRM
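Cell-free coupled assay: 10nM USP2 core preincubated 30min RT with compound in Tris-HCl pH 8.0/CaCl2/CHAPS buffer, then 25nM Ub-CHOP2 and 25nM reporter substrate; fluorescence (Ex 485/Em 531) read after 60min RT, normalized to NEM inhibition, concentration-response curves fitted.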
TRPV1 agonist – HTS Assay for Compounds that Act as Agonists of the Vanilloid Receptor 1 | TRPV1-expressing cells, Fluo-8 calcium influx, agonist mode | activation, % at 8.33 µM | hit rate 0.19% among 320,000; in the data active = activation above about 80%; inconclusive = between about 30% and that limit; also: 0% is about no effect
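Cells expressing TRPV1 were dye-loaded with Fluo-8 and read kinetically: 10 s baseline, 3 min after compound (agonist portion), then 2 min after EC20 capsaicin (allosteric enhancer portion). Calcium-bound dye fluorescence at 480/520 nm.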
The depositor's hits bear a star; ? = inconclusive; . = no result given; [ ] = remark or other dose. Unless noted, calls follow the shape of the dose curve; as a rule, active = well fitted curve in the direction sought with a large enough effect; inconclusive = small, poorly fitted or top-dose-only effect, or another doubt; inactive = no such curve, though single readings can be large; an effect the other way counts as inactive or inconclusive.

SMILES	TSHR antag	TCR activator	Mito fusion act	hERG WT inh	ELG1 repair inh	KCNH2 3.1 block	Eya2 inh	AT treatment	USP2a inh	TRPV1 agonist
Cc1ccc(C(=O)N2CCN(c3ccc(Cl)cc3)CC2)cc1	-7	-1%	-10%	-2	1%	-3	-31%	2%	3%	15
Cn1cccc1C1C(C#N)=C(N)OC2=C1C(=O)CCC2 (stereo not drawn)	17	2%	-2%	-10	26%	20	17%	4%	1%	-8
CC(C)CC(/C(O)=C(\C#N)c1nc2ccccc2[nH]1)N1C(=O)c2ccccc2C1=O (stereo not drawn)	18	-1%	3%	-13	?	?	-1%	-4%	-1%	23
Cn1nc(C(=O)N2CCN(S(=O)(=O)c3ccc(Cl)cc3)CC2)c2ccccc2c1=O	-10	-8%	0%	-17	?	-41	2%	-1%	0%	2
CC1CCCC(NC(=O)COC(=O)c2cccc(S(=O)(=O)N3CCCCC3)c2)C1C (stereo not drawn)	0	0%	-2%	7	16%	-28	22%	0%	0%	5
CCCCCn1c(SCC(=O)CC(=O)OCC)nc2cc(C(=O)N3CCC(C(N)=O)CC3)ccc2c1=O	-1	-7%	-2%	-12	-13%	8	7%	3%	-1%	7
O=C(Nc1cccc(Cl)c1)OC1CCCCc2cccnc21 (stereo not drawn)	6	3%	-4%	-9	-4%	11	8%	4%	8%	-1
CCCN1CCC(=NNc2ccc(S(=O)(=O)N3CCOCC3)cc2[N+](=O)[O-])CC1	36	-6%	8%	-5	?	-7	-24%	-8%	-4%	-10
CCCc1nnc2c(N(C)S(=O)(=O)c3ccccc3)nc3ccccc3n12	4	-6%[46.1 µM]	5%	-4	4%	-1	14%	8%	-1%	29
Cc1ccc(S(=O)(=O)c2cc3c(=O)n4ccccc4nc3n(CCCN3CCOCC3)c2=N)cc1C	-4	5%	1%	0	1%	-13	4%	7%	1%	23
O=C1C[C@H](c2ccc(O)cc2)Oc2cc(O[C@@H]3O[C@H](CO)[C@@H](O)[C@H](O)[C@H]3O)cc(O[C@@H]3O[C@H](CO)[C@@H](O)[C@H](O)[C@H]3O)c21	4	-2%	.	-14	?	-1	-15%	5%	1%	.
COc1ccc(-c2n(Cc3ccccc3)c3ccccc3[n+]2Cc2ccccc2)cc1	-12	-1%	8%	-4	?	2	-5%	-2%	0%	3
CCc1ccc(CN(C)CC(=O)Nc2ccc3c(c2)CCC3)cc1	-2	.	5%	8	-26%	9	3%	7%	-11%	?
Cc1nccn1CC(=O)N/N=C/c1ccccc1O	-2	2%	-1%	-11	?	14	-13%	-1%	0%	-5
O=C(CCSCc1ccccc1)Nc1ccc2c(c1)OCCO2	14	-4%	-5%	.	?	-8	8%	-3%	0%	19
CCCCC(=O)OCCNC(=O)c1cc2ccccc2oc1=O	-13	-1%	0%	-3	9%	-19	6%	3%	-2%	6
COc1ccc(CCN2C(=O)C3C4CC(C5C(C(=O)O)=NOC45)C3C2=O)cc1OC (stereo not drawn)	-7	1%	?	7	-11%	9	21%	-12%	-9%	3
CC1=NN(c2ccccc2)C(=O)/C1=C/C=C/c1ccccc1	-2	9%[46.1 µM]	21%	1	21µM*	20	2%	12%	1%	7
CC(C)CCn1c(N2CCCC2)nc2c1c(=O)n(C)c(=O)n2C	-11	-1%	5%	6	-6%	12	-2%	-3%	0%	6
O=C(CSc1nc(=O)n(CCCN2CCOCC2)c2c1CCC2)Nc1cccc(F)c1	-3	5%	1%	3	-2%	-9	-12%	2%	-1%	-1
O=C(NNC(=O)C1CC1c1ccccc1)Nc1ccccc1 (stereo not drawn)	9	3%[46.1 µM]	-1%	-1	-3%	10	6%	-5%	0%	0
CCOc1ccc(C2OC(=O)Cc3cc(OC)c(OC)cc32)cc1 (stereo not drawn)	-4	0%	8%	-6	-15%	-1	14%	3%	-3%	-2
CC(C)C(=O)N=C1SC2CS(=O)(=O)CC2N1Cc1ccccc1 (stereo not drawn)	-4	-2%[46.1 µM]	1%	4	-1%	-9	1%	2%	2%	-2
COc1ccc(C)cc1NC(=O)c1nnn(CCc2ccccc2)c1N	-5	2%	2%	-12	22%	11	10%	5%	-1%	9
COc1cccc2cc(C(C)=O)oc12	10	.	3%	24	6%	14	-14%	0%	1%	0
COC(=O)[C@@H]1C[C@@]2(O)[C@H](O)[C@H](O)[C@H](O)C[C@H]2N1Cc1ccc(-c2ccccc2)cc1	8	-4%	-2%	1	5%	12	6%	-16%	-1%	2
COc1ccnc(Oc2cccc(C(F)(F)F)c2)c1C(=O)N/C=N/OCc1ccccc1F	-8	-1%	1%	-4	?	-5	-9%	9%	2%	17
COc1ccc(NC(=O)O/N=C/c2ccccc2Cl)cc1	-1	10%	0%	-1	?	-15	0%	1%	-1%	2
CCC(C)N(C(=O)COC(=O)c1cc([N+](=O)[O-])ccc1N1CCOCC1)C1CCS(=O)(=O)C1 (stereo not drawn)	4	-3%	-2%	-8	?	1	-9%	6%	0%	5
COc1ccc(S(=O)(=O)N2CCC(O)(c3ccc(Cl)cc3)CC2)cc1	-7	2%	12%	-2	?	-10	6%	17%	0%	?
O=C(N/N=C/c1ccc(Br)s1)c1cccs1	4	-8%	-3%	-2	?	-21	?	0%	3%	?
COC(=O)c1ccccc1CON1C(=O)C(C)(C)N(OCc2ccccc2C(=O)OC)C(=O)C1(C)C	5	2%	2%	?	?	-17	-3%	4%	-2%	0
CCOC(=O)c1cnn(-c2ccccc2)c1NC(=O)c1ccc(C)cc1	-1	10%	1%	1	-7%	-6	?	1%	1%	2
CCC1(CC)C(=O)N(C)C(=O)NC1=Nc1ccccc1	-11	-1%	-1%	5	-14%	10	-4%	-1%	0%	0
CN(C(=O)CSc1nc2cc(C(=O)O)ccc2c(=O)n1Cc1ccccc1)C1CCS(=O)(=O)C1 (stereo not drawn)	-9	-1%	2%	-1	3%	-4	-7%	1%	2%	0
COc1cccc(CCC(=O)O)c1OC	-2	5%	-3%	5	4%	18	-7%	-8%	0%	-2
COc1ccc(NC(=S)N(CCN2CCOCC2)Cc2cc3cc4c(cc3[nH]c2=O)OCO4)cc1	-5	.	2%	.	?	.	19%	10%	1%	0
Cn1c(C(=O)NCc2ccccn2)cc2c(=O)n(C)c3ccccc3c21	4	5%	2%	0	-4%	2	18%	2%	0%	-1
CN1Cc2cc(C(=O)c3cc(Cl)cc(CSc4ncccn4)c3O)cnc2NC1=O	34	.	-2%	.	-7%	.	20%	2%	4%	-1
CN(CC(=O)Nc1ccccc1F)Cc1cccs1	5	-5%	0%	-2	6%	-5	-6%	3%	-1%	24

Compound profiles (already shown). Order of values: TSHR antag, TCR activator, Mito fusion act, hERG WT inh, ELG1 repair inh, KCNH2 3.1 block, Eya2 inh, AT treatment, USP2a inh, TRPV1 agonist
Profile of Cn1c(C(=O)NCc2ccccn2)cc2c(=O)n(C)c3ccccc3c21 → 4, 5%, 2%, 0, -4%, 2, 18%, 2%, 0%, -1
Profile of CN(CC(=O)Nc1ccccc1F)Cc1cccs1 → 5, -5%, 0%, -2, 6%, -5, -6%, 3%, -1%, 24
Profile of COc1cccc(CCC(=O)O)c1OC → -2, 5%, -3%, 5, 4%, 18, -7%, -8%, 0%, -2

Further compounds follow.
SMILES	TSHR antag	TCR activator	Mito fusion act	hERG WT inh	ELG1 repair inh	KCNH2 3.1 block	Eya2 inh	AT treatment	USP2a inh	TRPV1 agonist
CCC(=O)N1CCN(c2ccccc2NC(=O)c2cccc(C)c2)CC1	-2	1%	2%	11	-9%	3	2%	-4%	-2%	?
COc1cccc(/C=N/n2c(-c3cc(C)[nH]n3)n[nH]c2=S)c1	-17	0%	-6%	2	15%	0	-2%	70%	-1%	2
O=C(O)C1CC(=O)N(c2ccc(OCc3ccc(Cl)cc3Cl)cc2)C1 (stereo not drawn)	-6	0%	0%	10	8%	2	-20%	1%	2%	4
O=C(O)C1CCCN1C(=O)Oc1ccccc1 (stereo not drawn)	-5	-6%	-2%	-7	-3%	15	-10%	5%	0%	-2
COC(CNC(=O)CNC(=S)N(Cc1ccccc1)Cc1cccnc1)OC	3	0%	-6%	2	-2%	1	-7%	-2%	1%	-3
O=C(NC(=S)NNC(=O)c1ccco1)c1ccc(F)cc1	6	-4%	-5%	6	-5%	0	4%	1%	0%	1

Some of the compounds tested; count on the stated rates, not on these rows.
